Screening data: PubChem BioAssay, several laboratories
RGS8-Gao – human RGS8-Galphao interaction regulation | P09471 | multiplexed bead flow cytometry, RGS8-Galphao binding; actives lie on both sides | response (percent of control binding), % at 10 µM | hit rate 0.34% among 220,000 | AID 1423; in the data active means response below about 60% or above about 140%; inactive means in between;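 further: Galphao activated as the GDP aluminium fluoride complex binding bead-coupled RGS8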
Target sequence (P09471 whole entry, looked up): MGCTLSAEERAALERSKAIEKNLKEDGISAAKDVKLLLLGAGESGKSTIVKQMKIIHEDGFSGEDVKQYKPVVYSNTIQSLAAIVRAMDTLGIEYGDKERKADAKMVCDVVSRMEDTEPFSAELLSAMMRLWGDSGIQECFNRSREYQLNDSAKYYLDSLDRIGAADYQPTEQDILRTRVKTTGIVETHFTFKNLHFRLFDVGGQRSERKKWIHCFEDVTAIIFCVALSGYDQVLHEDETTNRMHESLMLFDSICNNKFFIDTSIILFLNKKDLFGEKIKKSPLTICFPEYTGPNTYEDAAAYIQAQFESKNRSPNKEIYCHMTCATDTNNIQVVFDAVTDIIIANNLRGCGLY
Bim-Mcl-1 – inhibitors of Bim-Mcl-1 interaction, human; Bead-based flow cytometry, Bim peptide-Mcl-1 binding; inhibition, % at 10 µM; hit rate 0.1% among 190,000; AID 1009;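 further: 0% = no compound tracer wells and 100% = peptide blocker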
Target sequence (Q07820 whole entry, looked up): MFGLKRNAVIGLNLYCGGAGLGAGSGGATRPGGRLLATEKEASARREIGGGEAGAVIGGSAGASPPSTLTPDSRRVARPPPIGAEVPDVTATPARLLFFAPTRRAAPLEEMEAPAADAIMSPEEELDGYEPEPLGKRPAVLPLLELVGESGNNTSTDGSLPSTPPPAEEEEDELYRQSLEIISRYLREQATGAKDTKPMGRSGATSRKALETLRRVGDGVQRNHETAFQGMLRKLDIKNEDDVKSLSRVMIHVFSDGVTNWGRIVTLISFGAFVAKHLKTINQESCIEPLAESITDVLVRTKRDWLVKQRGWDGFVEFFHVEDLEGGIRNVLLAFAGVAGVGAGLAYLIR
RGS7-Gao – regulators of human RGS7-Galphao interaction | Multiplexed bead flow cytometry, RGS7-Galphao binding; actives lie on both sides | binding response (% of control), % at 10 µM | hit rate 0.35% among 220,000; in the data active means binding response below about 49% or above about 150%; inconclusive means no clear call, values can overlap the other calls; inactive means in between;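 further: fluorescent Galphao held in activated GDP-AlF4 state binding bead-coupled RGS7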
Bim-Bcl-W – inhibitors of Bim-Bcl-W interaction, human. AID 952. inhibition, % at 10 µM. Q92843. hit rate 0.02% among 190,000. bead-based flow cytometry, Bim peptide-Bcl-W binding;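 further: 0% = bound tracer without compound and 100% = peptide blocker; higher means less fluorescent Bim peptide bound to Bcl-W beads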
Bfl-1 Bim block – disrupts Bim binding to human Bfl-1. inhibition, % at 10 µM. Q16548. Bead-based flow cytometry, Bim-Bfl-1 binding inhibition. AID 1008. hit rate 0.12% among 190,000;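 further: 0% = wells without compound plus tracer and 100% = blocker peptide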
RGS4-Gao reg – human RGS4-Galphao interaction regulation; P09471; Multiplexed bead flow cytometry, RGS4-Galphao binding; actives lie on both sides; binding response (% of control), % at 10 µM; hit rate 0.33% among 220,000; AID 1415; in the data active means binding response below about 49% or above about 150%; inactive means in between;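 further: fluorescent Galphao activated with aluminum fluoride binding bead-coupled RGS4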
Bim-Bcl-XL – disrupts Bim peptide binding to human Bcl-XL; Q07817; bead flow cytometry, fluorescence; inhibition, % at 10 µM; hit rate 0.04% among 190,000; AID 1007
Target sequence (Q07817 whole entry, looked up): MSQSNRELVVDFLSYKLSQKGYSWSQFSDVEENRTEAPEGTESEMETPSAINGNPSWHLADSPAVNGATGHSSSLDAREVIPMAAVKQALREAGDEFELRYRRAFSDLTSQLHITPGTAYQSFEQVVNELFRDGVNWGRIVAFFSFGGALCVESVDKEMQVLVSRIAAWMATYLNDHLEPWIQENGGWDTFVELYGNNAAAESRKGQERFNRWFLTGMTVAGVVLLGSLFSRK
Bcl-2 Bim block – disrupts Bim peptide binding to human Bcl-2. inhibition, % at 10 µM. hit rate 0.06% among 190,000. AID 950. Bead-based flow cytometry, Bim peptide-Bcl-2 binding; in the data active means inhibition above about 40%; inconclusive means no clear call, values can overlap the other calls;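 further: 0% = no compound wells with probe peptide and 100% = reference peptide inhibitor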
Mcl1 Bid PPI – Mcl-1/Bid interaction inhibition; Q07820; TR-FRET Mcl-1/Bid-Dy647 peptide binding, 1536-well; inhibition, % at 21.7 µM; hit rate 0.97% among 220,000; AID 1021;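 active means compounds that cut the binding signal by more than half at the single screening dose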;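 further: His-tagged Mcl-1 with europium anti-His antibody binding Bid BH3 peptide; 0% = Mcl-1 plus peptide wells and 100% = peptide-only wells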
Bcl-B Bim block – disrupts Bim peptide binding to human Bcl-B | inhibition, % at 10 µM | hit rate 0.073% among 190,000 | bead-based flow cytometry;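 further: 0% = tracer peptide without compound and 100% = reference inhibitor peptide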
GSH bead fluor – GSH bead compound fluorescence profile. AID 1776. hit rate 0.25% among 190,000. GSH beads flow cytometry, compound fluorescence 488/530 nm; stronger effect = higher value. fluorescence (KMESF) at 10 µM; in the data active means fluorescence above about 89;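 further: glutathione beads carrying GST-tagged Bcl family fusion proteins plus one bare bead set; values are compound well signal with DMSO vehicle wells as background; inactives centre near 16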
* = called active by the depositor; ? = inconclusive. Unless noted, no stated cut-off is given here; in the data, active means inhibition above about 40%. Compounds were not picked by outcome; about 1.8% have a hit in one of these screens.

A first look:
SMILES	RGS8-Gao	Bim-Mcl-1	RGS7-Gao	Bim-Bcl-W	Bfl-1 Bim block	RGS4-Gao reg	Bim-Bcl-XL	Bcl-2 Bim block	Mcl1 Bid PPI	Bcl-B Bim block	GSH bead fluor
O=C(CSc1nnc2scc(-c3ccccc3)n12)NCC1CCCO1 (configuration not stated)	98.7	-5.0	100.3	-1.0	-19.0	100.7	-8.0	-10.0	13.0	-6.0	35
Cc1cc(C(=O)CSc2n[nH]c(N)n2)c(C)n1C1CC1	98.0	0.0	96.2	-2.0	0.0	97.0	-2.0	0.0	-69.1	-3.0	19
Cc1cc(=O)n2[nH]c(-c3cccnc3)nc2n1	98.3	0.0	93.8	-1.0	0.0	93.8	1.0	-1.0	-43.9	-3.0	13

Results, repeating the preview:
SMILES	RGS8-Gao	Bim-Mcl-1	RGS7-Gao	Bim-Bcl-W	Bfl-1 Bim block	RGS4-Gao reg	Bim-Bcl-XL	Bcl-2 Bim block	Mcl1 Bid PPI	Bcl-B Bim block	GSH bead fluor
O=C(CSc1nnc2scc(-c3ccccc3)n12)NCC1CCCO1 (configuration not stated)	98.7	-5.0	100.3	-1.0	-19.0	100.7	-8.0	-10.0	13.0	-6.0	35
Cc1cc(C(=O)CSc2n[nH]c(N)n2)c(C)n1C1CC1	98.0	0.0	96.2	-2.0	0.0	97.0	-2.0	0.0	-69.1	-3.0	19
Cc1cc(=O)n2[nH]c(-c3cccnc3)nc2n1	98.3	0.0	93.8	-1.0	0.0	93.8	1.0	-1.0	-43.9	-3.0	13
O=C1CCc2cc(S(=O)(=O)N3CCN(c4cccc(Cl)c4)CC3)ccc2N1	105.6	4.0	99.1	6.0	-14.0	98.3	-1.0	-6.0	-31.8	-2.0	22
CC1CCN(C(=O)CSc2nc(N)cc(N)n2)CC1	100.0	-1.0	101.9	1.0	0.0	102.3	0.0	1.0	-14.8	-1.0	22
O=C(NCCNS(=O)(=O)c1ccc(Cl)cc1)c1cc(OCC(F)(F)F)ccc1OCC(F)(F)F	96.7	-2.0	95.5	-5.0	-1.0	95.8	-1.0	-3.0	-27.0	-2.0	27
Cc1[nH]c2ccccc2c1C(=O)CN1CCN(C2CCCCC2)CC1	97.8	0.0	97.6	0.0	-11.0	97.2	-6.0	-7.0	-13.5	-8.0	19
Cc1oc(C)c(C(N)=O)c1C(N)=O	94.7	-2.0	95.9	0.0	1.0	95.8	1.0	1.0	-12.2	0.0	19
CSc1nc(N)nc(SCC(=O)OC(C)C)c1C#N	102.0	-4.0	99.8	-1.0	0.0	98.8	0.0	0.0	-5.2	-1.0	17
Cc1cc(C)c(NC(=S)N(CCN(C)C)C(C)c2cccnc2)c(C)c1 (configuration not stated)	105.3	-4.0	109.0	-8.0	6.0	103.4	-3.0	0.0	-40.0	0.0	18
COc1cccc(-c2ccc(SCC(=O)NCCc3ccccc3)nn2)c1	98.3	4.0	100.8	1.0	-1.0	101.7	-3.0	0.0	-4.1	-3.0	11
O=C(Cn1c2[n+](c3ccc(C(F)(F)F)cc31)CCCCC2)c1ccc2c(c1)OCCO2	97.3	-4.0	?	-2.0	-10.0	94.0	-6.0	-9.0	-23.9	-9.0	15
Cc1ccc2c(c1)c1c3n2CCN=C3CCC1	99.7	-1.0	98.3	0.0	-17.0	99.3	-4.0	-10.0	6.9	-6.0	22
Cc1ccc(S(=O)(=O)N(C)C(=O)NC(=O)NS(=O)(=O)c2ccccc2)cc1	99.0	0.0	105.8	1.0	-2.0	97.6	3.0	-1.0	-13.4	-2.0	12
Cc1cc(NC(=O)COC(=O)C2=COCCO2)c([N+](=O)[O-])cc1C	102.2	-6.0	99.1	0.0	-5.0	102.1	0.0	-2.0	-19.5	-8.0	25
COc1ccc(C(=O)N/N=C2\CCc3ccccc32)cc1OC	95.0	0.0	97.7	0.0	-6.0	96.8	-2.0	-1.0	-15.7	-6.0	6
O=Cc1ccccc1OCCOc1ccc([N+](=O)[O-])cc1	99.6	-2.0	99.1	-3.0	-3.0	98.5	-3.0	-5.0	2.6	-3.0	12
O=C(c1cccs1)N(c1cccc(Cl)c1)C1C=CS(=O)(=O)C1 (configuration not stated)	95.5	0.0	90.4	-1.0	-4.0	96.2	2.0	-2.0	-2.5	0.0	14
O=C(c1ccc(S(=O)(=O)N2CCOCC2)cc1)N(c1ccccc1)C1C=CS(=O)(=O)C1 (configuration not stated)	99.0	-2.0	97.0	0.0	0.0	97.7	0.0	1.0	11.1	-2.0	13
OCCNc1nc2ccccc2n1-c1ccccc1	99.5	0.0	90.4	0.0	-2.0	90.1	0.0	-2.0	-19.9	0.0	16
COCCSc1nnc(-c2cccc(C#N)c2)n1C	98.9	-1.0	100.0	-1.0	-3.0	104.1	-3.0	-3.0	-8.3	0.0	9
CCn1ncc(/C=N/NS(=O)(=O)c2ccc(Cl)cc2)c1C	100.6	-4.0	100.4	-5.0	-16.0	101.8	-13.0	-10.0	-63.8	-6.0	26
Cc1ccc(NC(=O)CCCC(=O)O)c(Br)c1	102.0	-3.0	100.1	0.0	-20.0	101.7	-4.0	-8.0	-9.3	-8.0	22
CCCCCC(=O)Nc1ccc(Cl)cn1	103.3	0.0	103.5	2.0	-11.0	97.7	-9.0	0.0	-1.9	-6.0	55
CCCCCOc1ccc(NC(=O)CSc2cccc3cccnc23)cc1	100.3	-1.0	104.8	-3.0	5.0	102.2	-8.0	-5.0	19.5	-15.0	14

The list continues:
SMILES	RGS8-Gao	Bim-Mcl-1	RGS7-Gao	Bim-Bcl-W	Bfl-1 Bim block	RGS4-Gao reg	Bim-Bcl-XL	Bcl-2 Bim block	Mcl1 Bid PPI	Bcl-B Bim block	GSH bead fluor
O=C(COc1ncnc2scc(-c3ccc(Cl)cc3)c12)NCc1ccco1	96.5	2.0	94.8	2.0	-12.0	95.8	-2.0	-4.0	-46.6	-4.0	13
CC(SC1CCCC1)C(=O)Nc1ccnn1C(C)C (configuration not stated)	87.7	0.0	103.3	2.0	2.0	102.5	-2.0	0.0	8.8	1.0	35
CC1(C)CC(=O)C2=C(C1)c1c(ccc3ccccc13)NC2c1ccco1 (configuration not stated)	92.7	-4.0	89.1	0.0	3.0	90.8	1.0	0.0	-14.0	-4.0	15
COc1ccc(/C=C(\NC(=O)c2ccc([N+](=O)[O-])cc2)C(=O)N2CCOCC2)cc1	105.3	0.0	100.2	-1.0	-3.0	102.4	-3.0	-4.0	-13.5	-3.0	16
O=C(COc1ccc2ccc(=O)oc2c1)OCc1ccccc1	97.7	0.0	?	1.0	-5.0	97.9	-1.0	-3.0	-8.1	-4.0	12
CCCCc1nc2sc3c(=O)n(N)cnc3c2c2c1CCCC2	105.2	-1.0	104.9	-8.0	-9.0	104.1	-10.0	-10.0	8.3	-8.0	10
O=C(Nc1cnn(Cc2ccc(F)cc2)c1)c1cc(-c2cccs2)on1	98.1	-4.0	101.3	-3.0	-1.0	107.2	-5.0	0.0	6.5	-3.0	53
Cc1ccsc1C(=O)OCC(=O)NC1CCS(=O)(=O)C1 (configuration not stated)	101.6	0.0	102.6	2.0	-1.0	103.7	0.0	1.0	-3.9	-1.0	11
CCc1nnc(NC(=O)CCC(=O)NCCc2ccc(OC)c(OC)c2)s1	102.5	-2.0	101.7	0.0	1.0	101.9	-4.0	2.0	-24.1	-1.0	4
Cc1cc(=O)oc2c(C)c(OCC(=O)N(C)C)ccc12	104.6	-1.0	104.3	3.0	-3.0	103.6	3.0	-2.0	6.0	-1.0	13
O=C(CNC(=O)c1ccccc1)OCC(=O)N1c2ccccc2Sc2ccccc21	97.9	-2.0	90.0	0.0	-2.0	93.7	-4.0	0.0	-55.4	-3.0	6
COc1ccc(Nc2ccccc2C(=O)O)cc1	99.9	3.0	104.6	1.0	-1.0	102.6	0.0	0.0	-36.0	-3.0	10
O=C1c2ccccc2C(=Nc2ccccc2)C1c1cccc(Br)c1 (configuration not stated)	99.3	-6.0	93.5	-4.0	-6.0	100.2	4.0	-6.0	-20.6	-5.0	26
CC(C)(C)c1ccc(OCC(=O)NN2Cc3ccccc3C2=N)cc1	102.4	-1.0	97.5	-2.0	-6.0	104.4	0.0	-2.0	-3.9	-3.0	15
CCOn1c(=O)c(-c2cccc([N+](=O)[O-])c2)[n+]([O-])c2ccccc21	99.0	-4.0	100.1	-9.0	-15.0	99.8	-11.0	-6.0	5.1	-15.0	17
O=c1[nH]c(S)nc2sc3c(c12)CCCC3	99.2	0.0	98.8	0.0	-3.0	103.6	-5.0	-2.0	-7.2	-3.0	11
Cc1oc(-c2cccc(Cl)c2)nc1CN1CCC(C(=O)NCC2CCCO2)CC1 (configuration not stated)	101.3	-3.0	102.3	-4.0	-16.0	100.8	-7.0	-10.0	-5.9	-7.0	33
COc1cccc(-c2nnc(SCC(=O)N3CC(C)CC(C)C3)o2)c1 (configuration not stated)	110.4	1.0	104.0	1.0	-3.0	106.3	-1.0	-4.0	-20.4	-2.0	19
CC1=NN(C(=O)CCc2ccccc2O)C(O)(C(F)(F)F)C1 (configuration not stated)	87.3	-11.0	97.6	-7.0	-2.0	97.9	-8.0	-2.0	-8.2	-6.0	14
Cc1ccc(C2=NNC(=O)C(P(=O)(c3ccccc3)c3ccccc3)C2)cc1 (configuration not stated)	100.8	-1.0	98.0	1.0	-4.0	103.4	-1.0	-3.0	-8.5	0.0	10
COc1ccc2nc(SCC(=O)NCC(F)(F)F)[nH]c2c1	96.2	-4.0	95.3	-6.0	-1.0	96.1	-1.0	-4.0	-8.1	0.0	63
O=C(O)CCCCCn1c(SCC(=O)c2ccc(O)c(O)c2)nc2ccsc2c1=O	96.3	1.0	91.9	1.0	0.0	94.2	-2.0	0.0	-29.0	-1.0	23
CCOC(=O)CN1C(=O)C2(OCCCO2)c2ccccc21	102.4	0.0	98.1	1.0	-11.0	95.1	-13.0	-9.0	0.5	-7.0	28
Cc1ccc(CN=C2Nc3ccccc3CS2)cc1	100.0	0.0	102.9	1.0	-6.0	92.8	-1.0	-2.0	3.3	-5.0	15
CCN1CCN(C(=O)CN(c2cc(OC)ccc2OC)S(C)(=O)=O)CC1	110.2	0.0	98.8	0.0	2.0	99.1	0.0	-5.0	-46.8	-3.0	13

Additional results follow.
SMILES	RGS8-Gao	Bim-Mcl-1	RGS7-Gao	Bim-Bcl-W	Bfl-1 Bim block	RGS4-Gao reg	Bim-Bcl-XL	Bcl-2 Bim block	Mcl1 Bid PPI	Bcl-B Bim block	GSH bead fluor
CCCCSc1nc(O)c(Cc2ccccc2)c(=O)[nH]1	102.5	-3.0	101.2	0.0	-17.0	102.2	-8.0	-12.0	-77.3	-10.0	66
c1ccc(-c2csc3nnc(SCc4ccc5c(c4)OCCO5)n23)cc1	99.5	1.0	100.7	0.0	4.0	100.6	-1.0	3.0	3.2	-5.0	26
S=C1Nc2ccccc2Sc2ccc(Cl)cc21	92.5	-5.0	101.0	-3.0	0.0	103.3	-7.0	-2.0	-14.7	-14.0	5
Cc1nnc(NC(=O)NC(C)N2C(=O)C3C4C=CC(C4)C3C2=O)s1 (configuration not stated)	102.2	0.0	99.1	-2.0	-3.0	99.1	-3.0	0.0	-14.9	1.0	53
COc1ccc(Nc2nc(N)nc(CSC(=S)N3CCOCC3)n2)cc1	103.6	0.0	98.4	-6.0	1.0	101.2	-2.0	-4.0	-12.7	4.0	14
Cc1cccc(NC(=O)CCOc2ccccc2)c1	114.5	0.0	116.2	1.0	-3.0	119.3	-2.0	-2.0	-1.7	-4.0	19
O=C(Cn1c(CN2CCCCC2)nc2ccccc2c1=O)NCc1ccco1	116.4	-5.0	101.3	-4.0	-3.0	103.3	-7.0	1.0	-54.2	-7.0	14
